# Giardia kill: kills Giardia lamblia; 0.15% of 340,000 active; Giardia lamblia trophozoite viability; activity change, % at 7.66 µM, hits read low; AID 540267; in the data active = activity change below about -80%; inconclusive = between about -30% and that limit;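 also: parasites exposed to compound for two days anaerobically before the ATP read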
#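 Luminescent ATP signal served as the viability read-out, measured 15-30 min after adding ATP detection reagent to trophozoites that had been incubated with compounds for 48 hrs at 37 deg C anaerobically at 100 cells/well.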
# FBPA coupling cs: inhibits coupling enzyme system, counter-screen for aldolase hits; coupling enzyme system counterscreen, AmpLite Red fluorescence; activity change, negative = inhibition, % at 58.2 µM, hits read low; 0.67% of 290,000 active; in the data active = activity change below about -30%
#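 First, compound is pin-transferred into glyceraldehyde-3-phosphate coupling-enzyme reagent at 57.5 uM final and held 10 min at RT. Next, substrate, coupling system and AmpLite Red are added. After 20 min RT, fluorescence (525/598 nm) is read.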
# KCNH2 3.1 block: inhibitors of human KCNH2 3.1 potassium channel isoform | U2OS KCNH2 3.1, thallium flux FluxOr; stronger effect = lower value | activity change, % (tested at about 1.8 µM) | 0.95% of 340,000 active;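 active = maximum activity change below -70%; inconclusive = maximum activity change from -70% to -50%; inactive = maximum activity change above -50%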;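 also: thallium influx rate constant from kinetic fluorescence after stimulation buffer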
#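 We transduce U2OS cells with the mutant 3.1 virus, culture them overnight, load FluxOr with Red40 quencher for 45 min, then add stimulation buffer and read kinetically for 2 min to derive a normalized rate constant.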
# Eya2 phos inh: Eya2 (human) phosphatase inhibition | O00167 | recombinant Eya2, OMFP fluorescence dephosphorylation (OMFP is methylfluorescein phosphate) | Potency, µM (series often up to 76.9 µM), inactives show at the top dose activity, negative = inhibition, actives largely listed as inhibitors | 0.006% of 330,000 active | AID 488837; also: potency is read from the fitted curve at half-maximal effect
#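 Eya2 protein (added as 0.2 uM solution) was preincubated with compound for 10 min at ambient temperature in 50 mM HEPES pH 7.5, 50 mM NaCl, 5 uM MgCl2, 0.05% BSA, 1 mM DTT. OMFP (added at 50 uM) then reacted 10 min; fluorescence read at 485/525 nm.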
# GALK inh: inhibitors of human galactokinase. P51570. Purified GALK, Kinase-Glo residual ATP luminescence. Potency, µM (titrated, usually from 57.5 µM), without a hit: at the highest dose activity change, negative = inhibition, usual class: inhibitors. 0.007% of 270,000 active. AID 1868; also: potency is read from the fitted curve at half-maximal effect
#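 Kinase-Glo Plus luminescence measured ATP left after a 1 h room-temperature reaction. The reaction used 5 nM GALK, 100 uM galactose and 35 uM ATP at pH 8.0 (20 mM HEPES, 5 mM MgCl2, 60 mM NaCl, 1 mM DTT, 0.01% BSA).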
# uPA generation: inhibitors of cell surface uPA generation | Potency, µM (titrated, usually from 38.3 µM), without a hit: at the highest dose activity change, negative = inhibition, most hits filed as inhibitors | AID 540303 | cell surface uPA generation assay, qHTS | 0.31% of 330,000 active; active = well fitted inhibition curve with a large enough effect; inconclusive = small, poorly fitted or top-dose-only effect; inactive = no such curve, though single readings can be large or run the other way; tested in mouse RAW 264.7 cells; also: potency is read from the fitted curve at half-maximal effect; nearly all actives have a fitted effect of over 55% in size
# KCNH2 WT inh: inhibitors of human wildtype KCNH2 potassium channel | U2OS, BacMam KCNH2, thallium flux FluxOr; stronger effect = lower value | activity change, % at 1.84 µM | 0.37% of 340,000 active | AID 720551;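 active = maximum activity change below -70%; inconclusive = maximum activity change between -70% and -50%; inactive = maximum activity change above -50%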
#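 U2OS cells were transduced with wild-type KCNH2 virus (2.03 x 10^8 / mL) for 4 h at room temperature, then cultured overnight at 37 C. Thallium flux was read with FluxOr dye. Rate constants were normalized to DMSO controls.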
# PKM2 activator: activators of human pyruvate kinase M2 | P14618 | purified PKM2, Kinase-Glo ATP luminescence, activation; response scale: 0% is enzyme alone, no compound | Potency, µM (highest dose often 57.5 µM), for inactives: at the highest dose activation, hits mostly activators | 0.34% of 260,000 active | AID 1631; also: potency is read from the fitted curve at half-maximal effect; nearly all actives have a fitted effect of over 55% in size
# Target sequence (P14618 whole entry, looked up): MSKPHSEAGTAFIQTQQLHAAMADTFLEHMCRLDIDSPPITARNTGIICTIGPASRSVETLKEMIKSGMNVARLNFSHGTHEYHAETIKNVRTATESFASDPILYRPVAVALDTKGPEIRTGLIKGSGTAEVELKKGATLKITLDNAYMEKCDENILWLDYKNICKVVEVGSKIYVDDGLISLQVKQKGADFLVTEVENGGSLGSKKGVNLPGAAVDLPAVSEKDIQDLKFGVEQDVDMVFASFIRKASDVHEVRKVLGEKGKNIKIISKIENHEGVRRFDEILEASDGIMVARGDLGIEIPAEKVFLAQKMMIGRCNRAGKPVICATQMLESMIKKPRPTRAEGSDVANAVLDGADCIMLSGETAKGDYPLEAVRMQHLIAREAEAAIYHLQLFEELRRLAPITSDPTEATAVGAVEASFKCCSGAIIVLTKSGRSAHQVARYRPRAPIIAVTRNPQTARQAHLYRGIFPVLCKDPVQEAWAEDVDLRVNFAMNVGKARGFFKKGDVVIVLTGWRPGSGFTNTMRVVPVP
#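 Purified hPK-M2 (>95% pure) converted ADP (0.1 mM final) to ATP with 0.5 mM PEP in 50 mM imidazole pH7.2, KCl, MgCl2, Tween 20, BSA; 1 h at room temperature. ATP detected by Kinase-Glo luminescence.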
# B2AR arrestin: recruits beta-arrestin to the human beta2-adrenergic receptor; P07550; beta-arrestin recruitment to beta2AR, cell-based reporter; Potency, µM (titrated, usually from 46.1 µM), for inactives: at the top dose activation, hits mostly activators; 0.02% of 330,000 active; AID 492947;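 also: potency is read from the fitted curve at half-maximal effect; 0% = DMSO controls and full agonism = EC100 isoproterenol or metaproterenol; nearly all actives have a fitted effect of over 65% in size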
# Target sequence (P07550 whole entry, looked up): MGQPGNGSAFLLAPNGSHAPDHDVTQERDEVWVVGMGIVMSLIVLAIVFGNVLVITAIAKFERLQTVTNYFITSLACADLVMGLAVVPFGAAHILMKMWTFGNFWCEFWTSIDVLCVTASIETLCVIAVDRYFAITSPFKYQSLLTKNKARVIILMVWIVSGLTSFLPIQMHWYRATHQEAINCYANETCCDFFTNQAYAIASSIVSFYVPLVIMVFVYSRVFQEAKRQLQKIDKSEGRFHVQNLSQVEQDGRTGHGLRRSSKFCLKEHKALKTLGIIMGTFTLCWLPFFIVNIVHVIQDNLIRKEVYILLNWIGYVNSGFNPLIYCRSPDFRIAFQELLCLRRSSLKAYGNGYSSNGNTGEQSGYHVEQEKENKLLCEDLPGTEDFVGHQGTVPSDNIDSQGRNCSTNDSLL
# USP2a inh: blocks human ubiquitin-specific protease USP2a; AID 463254; USP2 core, Ub-CHOP2 coupled fluorogenic reporter, 485/531; Potency, µM (doses to about 38.3 µM), inactives show at the top dose activity change, negative = inhibition, hits mostly inhibitors; 0.01% of 330,000 active;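 also: potency is read from the fitted curve at half-maximal effect; plate controls were DMSO wells for no effect and full inhibition by NEM control for full effect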
#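 Cell-free coupled assay: 10nM USP2 core preincubated 30min RT with compound in Tris-HCl pH 8.0/CaCl2/CHAPS buffer, then 25nM Ub-CHOP2 and 25nM reporter substrate; fluorescence (Ex 485/Em 531) read after 60min RT, normalized to NEM inhibition, concentration-response curves fitted.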
# BCR signal inh: blocks chronic active B-cell receptor signaling. ABC-DLBCL IkBa-CBG/CBR reporter, luminescence ratio, 4 h. Potency, µM (series often up to 46.1 µM), for the others: at the highest dose ratio change, negative = lower green/red ratio, actives largely listed as inhibitors. 0.05% of 340,000 active. AID 493014; active = well fitted inhibition curve with a large enough effect in the signal ratio, with a control signal flat, not every such curve was filed as active; inconclusive = small, poorly fitted or top-dose-only effect, or effect the other way, or a change in a side signal; the % refers to the signal ratio;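 also: potency is read from the fitted curve at half-maximal effect; plate controls were basal doxycycline-induced cells for no effect and cells given 10 µM MG132 for full effect; MG132 reads +100%, hits lower the ratio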
#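 Cell line TMD8 (human ABC DLBCL), stably expressing tet-inducible CBG68-IkBa fusion and CBR; IMDM/0.5% FBS; cpd up to 46 uM; dox induction, 4 h, 37C/5% CO2; dual luminescence; green/red ratio; MG132 control.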
# * hit, by the source's call; ? = inconclusive; / = not tested or not shown; [ ] = dose if it differs, or a comment. Unless noted, calls follow the shape of the dose curve; as a rule, active = well fitted curve in the direction sought with a large enough effect; inconclusive = small, poorly fitted or top-dose-only effect, or another doubt; inactive = no such curve, though single readings can be large; an effect the other way counts as inactive or inconclusive. Unless noted, % is scaled to controls: 0 for no effect and ±100 for the full control effect. Compounds as they come. Share with any hit: about 2.4%.
SMILES,Giardia kill,FBPA coupling cs,KCNH2 3.1 block,Eya2 phos inh,GALK inh,uPA generation,KCNH2 WT inh,PKM2 activator,B2AR arrestin,USP2a inh,BCR signal inh
COc1ccc(-c2cc(=O)oc(-c3cccc(C)c3)n2)cc1,-6,-3,-15,-14%,-1%,-1%,1,-5%,-0.6%,0%,6%
CCN(CC)C(=O)N1CCC(NC(=O)Cc2ccccc2)CC1,-19,3,0,-4%,3%,2%,-20,3%,0.4%,2%,1%
c1ccc(Cn2c(-c3cncs3)nc3ccccc32)cc1,-13,6,-3,-40%,0%,-4%,-12,-12%,0.2%,-5%,?
COc1ccc(N(CC(=O)NC2CCCCC2)C(=O)CCCC(=O)Nc2ccccn2)cc1,-13,1,17,1%,18%,-1%,-6,3%,-0.1%,2%,-5%
Cc1ccc(CCNC(=O)CCNS(=O)(=O)c2ccc3c(c2)oc(=O)n3C)cc1,-14,1,15,7%,0%,/,-5,-3%,-0.4%,0%,-1%
CCOc1ccc(CCNC(=O)C2CC(=O)N(CCc3ccccc3)C2)cc1OCC (stereo not given),0,1,-3,10%,-8%,1%,3,/,-0.2%,0%,0%
O=C(Nc1ccccc1C(=O)N1CCOCC1)C1CC(=O)N(c2ccc(F)cc2)C1 (stereo not given),-15,/,-29,6%,3%,2%,3,-6%,-0.6%,3%,0%
C=CCNC(=O)c1onc(CSc2ccccc2)c1C(=O)O,-16,0,-9,6%,3%,-3%,-3,-2%,-0.7%,2%,?
O=C1NC2(CCCCC2)C(=O)N1/N=C/c1ccccc1Br,-5,0,14,-14%,4%,16%,1,-6%,0.5%,-1%,-22%
COc1ccc2cc(CCNS(=O)(=O)c3c(C)cc(C)cc3C)c(=O)[nH]c2c1,-17,0,4,-7%,-2%,4%,-2,/,0.1%,-1%,-8%
CCOCCOC(=O)c1cccc2c1-c1ccccc1C2=O,-6,1,0,1%,0%,-12%,?,/,-0.9%,0%,7%
Oc1ccc(NCc2cccc(OCc3ccccc3)c2)cc1,-5,-30*,5,-8%,0%,?,-12,?,?,2%,?
O=C(CCl)N(c1ccccc1)C1CCCCC1,-17,3,-2,-21%,-3%,-16%,-6,12%,-0.3%,-1%,?
COC(=O)c1sccc1-n1cccc1C(=O)C(=O)N1CC(C)OC(C)C1 (stereo not given),7,2,-5,7%,1%,4%,-4,-3%,0.4%,2%,3%
CC(C)(C)n1nnnc1C(c1ccc(Cl)cc1)N(Cc1cccnc1)Cc1ccco1 (stereo not given),4,-3,-21,-16%,-3%,-5%,-1,0%,-0.1%,1%,11%
CC(C)C(NC(=O)c1ccc2c(c1)OCCO2)c1nc2ccccc2[nH]1 (stereo not given),-2,0,-3,4%,8%,7%,-11,-2%,-0.1%,-2%,-17%
C[C@H](CO)N1C[C@H](C)[C@@H](CN(C)S(=O)(=O)c2ccc(F)cc2)Oc2ccc(NC(=O)C3CC3)cc2C1=O,-20,/,8,-6%,/,-1%,0,/,-0.2%,4%,?
OC(CN1CCOCC1)Cn1c2c(c3ccccc31)CCCC2 (stereo not given),3,-9,6,-12%,0%,1%,0,1%[11.5 µM],-0.2%,0%,0%
Cc1ccc(C)c(-n2c(Cc3cccs3)n[nH]c2=S)c1,-14,-1,-3,-10%,2%,4%,-1,0%,-0.8%,2%,1%
CC(C)c1c(C(=O)N/N=C/c2cccs2)nnn1-c1nonc1N,-6,-2,8,-1%,-2%,-10%,-10,-2%,-1.0%,2%,19%
COCC(=O)Nc1c(C(=O)Nc2ccc3c(c2)OCCO3)oc2ccccc12,-5,-4,-1,-8%,13%,-3%,7,-5%,?,0%,13%
CCOC(=O)COc1ccc(CCNC(C)=O)cc1,1,5,2,-15%,0%,/,-9,-9%,0.1%,-1%,-6%
COc1cccc(C(=O)NCC2CCCN(C(=O)c3ccc(C=O)cc3)C2)c1OC (stereo not given),3,1,-9,-16%,7%,-11%,-16,0%,0.2%,-3%,2%
Cc1cc(C)n(CC(O)Cn2cnc3c2c(=O)n(C)c(=O)n3C)n1 (stereo not given),9,-2,2,6%,-1%,/,8,5%,-0.2%,0%,-5%
COc1cc(/C=C/C(=O)OCC(=O)NC(=O)NCc2ccco2)ccc1OC(F)F,10,/,10,-16%,/,-3%,3,/,-0.1%,?,-1%
CCN(CC)CCN1C(=O)C(=O)/C(=C(/O)c2ccc(F)cc2)C1c1cccnc1 (stereo not given),-5,-1,-7,-7%,0%,6%,/,3%,-1.0%,9%,-1%
COC(=O)c1cc(COC(=O)CNC(=O)c2ccc(Br)cc2)oc1C,-14,/,5,-1%,/,1%,-8,/,0.3%,1%,0%
CNS(=O)(=O)c1cc(NC(C)=O)c(C)cc1C,-5,4,7,5%,2%,5%,-7,0%,-0.5%,3%,?
OCCc1c[nH]c2ccc(OCc3ccccc3)cc12,?,1,1,-1%,1%,-2%,-3,-2%[11.5 µM],-0.3%,5%,?
COc1ccc(/C=N/NC(=O)CN2CCN(Cc3ccccc3)CC2)cc1Br,-10,1,?,10%,0%,-3%,18,0%,-0.2%,4%,2%
CCCOc1ccc(C(=O)CCC(=O)OCC(=O)N2CC(=O)Nc3ccccc32)cc1,-3,0,6,-12%,-3%,-1%,3,-3%,-1.6%,1%,14%
CC(NC(=O)c1cccnc1)C(=O)N1CCCCC1 (stereo not given),-10,3,0,9%,2%,3%,-2,-3%,0.2%,2%,2%
Cc1nnc(SCC(=O)Nc2ccc(S(=O)(=O)N3CCCCC3)cc2)s1,-3,/,-20,-13%,-2%,-4%,17,2%,-0.9%,0%,5%
CCn1c(O)c(C=Nc2ccccc2)n(-c2ccccc2)c1=S,1,-7,-3,-31%,-1%,0%,-17,-14%,-0.3%,-2%,?
CN(C)c1nc(N)c([N+](=O)[O-])c(NCC2CCCO2)n1 (stereo not given),10,2,-3,-5%,2%,-12%,-1,-1%,-0.2%,0%,0%
Cc1c(N(C)S(=O)(=O)c2cccc(C(=O)NC(C)C)c2)c(=O)n(-c2ccccc2)n1C,-30,0,1,25%,-3%,-9%,-8,-3%,-0.4%,2%,5%
CN(C)S(=O)(=O)c1cc(NC(=O)CN2CCN(c3ccc(O)cc3)CC2)ccc1Cl,-14,-3,8,4%,0%,-3%,6,20%,-0.2%,-2%,-1%
O=C(O)CCc1ccc(-c2cccs2)o1,10,3,0,5%,-3%,-29%,0,21%,?,-1%,-29%
OCC1(CCOc2ccccc2)CCN(Cc2ccc(OC(F)F)cc2)CC1,-5,0,-111*,-3%,0%,3%,-131*,2%,0.2%,0%,-6%
COc1ccccc1NC(=O)C(C)Sc1nc(-c2ccccc2)cn1N (stereo not given),0,/,-6,-28%,/,9%,2,/,0.2%,-1%,0%
C=CCN(CC=C)C(=O)CN1C(=O)c2ccccc2C1=O,15,6,-8,-2%,1%,-5%,-6,-2%,-0.1%,0%,2%
COc1ccc(S(=O)(=O)N2CCN(C(=O)C3CCCCC3)CC2)cc1,-3,0,-17,-14%,-4%,-2%,9,/,0.2%,1%,7%

# Another view of part of the listing above.
Molecule	Giardia kill	FBPA coupling cs	KCNH2 3.1 block	Eya2 phos inh	GALK inh	uPA generation	KCNH2 WT inh	PKM2 activator	B2AR arrestin	USP2a inh	BCR signal inh
CCOCCOC(=O)c1cccc2c1-c1ccccc1C2=O	-6	1	0	1%	0%	-12%	?	/	-0.9%	0%	7%
Oc1ccc(NCc2cccc(OCc3ccccc3)c2)cc1	-5	-30*	5	-8%	0%	?	-12	?	?	2%	?

# Three entries drawn at random from the list so far:
SMILES,Giardia kill,FBPA coupling cs,KCNH2 3.1 block,Eya2 phos inh,GALK inh,uPA generation,KCNH2 WT inh,PKM2 activator,B2AR arrestin,USP2a inh,BCR signal inh
COc1cccc(C(=O)NCC2CCCN(C(=O)c3ccc(C=O)cc3)C2)c1OC (stereo not given),3,1,-9,-16%,7%,-11%,-16,0%,0.2%,-3%,2%
C=CCN(CC=C)C(=O)CN1C(=O)c2ccccc2C1=O,15,6,-8,-2%,1%,-5%,-6,-2%,-0.1%,0%,2%
COCC(=O)Nc1c(C(=O)Nc2ccc3c(c2)OCCO3)oc2ccccc12,-5,-4,-1,-8%,13%,-3%,7,-5%,?,0%,13%

# Screens (PubChem)
